High-throughput results (PubChem)
pCIP destab: compounds decreasing mouse p/CIP protein stability | decrease of EGFP signal, % at 10 µM | actives 0.01% (n = 290,000) | F442A p/CIP-EGFP cells, EGFP fluorescence, 16 h;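 active = EGFP signal decrease of at least 30% at 10 µM or well 3 SD below plate mean, unless failing retest; inactive = the rest, including hits failing retest or dose response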; also: some compounds called inactive have numbers as strong as hits; many of its hits are not listed in these tables
PHOSPHO1 inh: PHOSPHO1 (human) inhibition. recombinant PHOSPHO1, absorbance phosphatase assay. actives 1.1% (n = 290,000). inhibition, % at 13.3 µM; in the data active = inhibition above about 60%
Target sequence (Q8TCT1 whole entry, looked up): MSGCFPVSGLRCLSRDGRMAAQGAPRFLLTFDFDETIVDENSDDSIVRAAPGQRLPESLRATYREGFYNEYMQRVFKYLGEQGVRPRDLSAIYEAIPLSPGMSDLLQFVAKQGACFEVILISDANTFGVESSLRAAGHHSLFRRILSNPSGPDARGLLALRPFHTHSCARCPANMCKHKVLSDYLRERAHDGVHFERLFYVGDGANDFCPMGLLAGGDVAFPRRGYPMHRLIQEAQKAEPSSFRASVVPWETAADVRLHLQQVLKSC
FID counter: counter-screen for HCV NS3 helicase inhibitors: DNA intercalator displacement | actives 0.17% (n = 290,000) | DNA fluorescent intercalator displacement, fluorescence | inhibition, % at 7.9 µM | AID 1845; in the data active = inhibition above about 37%;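 also: 0% = vehicle and 100% = reference compound; higher means more ethidium bromide displaced from hairpin DNA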
NS3 helicase inh: HCV NS3 helicase inhibition; NS3 helicase DNA unwinding, Cy5 molecular beacon fluorescence; inhibition, % at 10.9 µM; actives 0.56% (n = 290,000); AID 1800;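 active = inhibition above the mean of all tested compounds plus 3 SD, set per campaign, cut at about 35% in these data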;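 also: 0% = DMSO wells and 100% = thioflavine S control wells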
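Material: hepatitis C virus NS3 helicase domain fragment enzyme; measured by: Cy5 fluorescence, 0 and 60 min reads; control set: DMSO and thioflavine S; incubation: 60 min unwinding reaction at 25 °C after ATP addition; read-out basis: % inhibition from 60/0 min fluorescence ratio, DMSO 0%, thioflavine S 100%; repeats: singlicate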
VIM-2 inh: blocks Pseudomonas aeruginosa VIM-2 metallo-beta-lactamase; purified VIM-2, nitrocefin hydrolysis, epi-absorbance fluorescence; inhibition, % at 5.6 µM; actives 0.89% (n = 290,000);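 active = inhibition above the mean of all tested compounds plus 3 SD, cutoff set per screening run, cut at about 7.5% in these data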;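 also: red hydrolysis product quenches plate fluorescence so inhibitors raise well fluorescence; 0% = enzyme with DMSO and 100% = DMSO without enzyme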
IMP-1 inhibitor: blocks Pseudomonas aeruginosa IMP-1 metallo-beta-lactamase; purified IMP-1, nitrocefin hydrolysis, epi-absorbance fluorescence; inhibition, % at 5.6 µM; actives 0.45% (n = 290,000);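 active = inhibition above the mean plus 3 SD of all compounds in the same screening run, cut at about 4.5% in these data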;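 also: 0% = IMP-1 with DMSO and 100% = DMSO wells lacking enzyme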
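System: Purified recombinant IMP-1 metallo-beta-lactamase enzyme | Measured by: Fluorescence quenching readout, ex 480/em 530 nm | Replication: Singlicate | Incubation: 15 min preincubation plus 25 min reaction at 25 °C | Evaluation: Percent inhibition from optical density relative to buffer-blank wells | Benchmarks: DMSO with and without IMP-1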
MEKK3 PB1 HTS: MEKK3-MEK5 PB1 interaction, increase or decrease; Q99759; bead-based flow cytometry, Alexa488-MEK5 binding to MEKK3; actives lie on both sides; 0 = blocked by unlabeled MEK5, 100 = vehicle; binding response (% of control), % at 10 µM; actives 1.4% (n = 290,000);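 active = binding response more than 3 SD above or below the average of its plate-row segment, actives on both sides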;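 also: Alexa488 bead fluorescence after subtracting the streptavidin-only scavenger bead signal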
Target sequence (Q99759 whole entry, looked up): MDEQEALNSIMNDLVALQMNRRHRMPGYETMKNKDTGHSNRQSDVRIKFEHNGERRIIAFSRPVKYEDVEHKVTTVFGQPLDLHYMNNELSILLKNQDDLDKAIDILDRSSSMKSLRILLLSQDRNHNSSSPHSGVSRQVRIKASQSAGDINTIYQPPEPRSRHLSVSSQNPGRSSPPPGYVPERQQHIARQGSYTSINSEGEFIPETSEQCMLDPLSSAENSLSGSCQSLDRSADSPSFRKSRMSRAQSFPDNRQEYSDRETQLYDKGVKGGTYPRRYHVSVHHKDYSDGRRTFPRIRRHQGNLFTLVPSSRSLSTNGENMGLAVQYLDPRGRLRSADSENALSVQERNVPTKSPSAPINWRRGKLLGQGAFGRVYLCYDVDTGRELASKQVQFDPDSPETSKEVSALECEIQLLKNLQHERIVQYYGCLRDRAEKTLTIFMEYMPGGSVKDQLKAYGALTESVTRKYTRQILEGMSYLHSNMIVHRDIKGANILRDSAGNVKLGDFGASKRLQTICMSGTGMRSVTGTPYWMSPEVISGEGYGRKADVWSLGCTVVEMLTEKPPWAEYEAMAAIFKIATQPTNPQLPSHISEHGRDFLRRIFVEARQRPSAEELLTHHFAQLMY
IDE act: IDE (human) activation, cell-based. HEK cells, FAbeta-B cleavage, fluorescence polarization; 0% vehicle, 100% cell-free pure enzyme wells. actives 0.073% (n = 340,000). activation, % at 5.96 µM;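 active = activation above the mean of all tested compounds plus 3 SD, set per screening campaign, cut at about 17% in these data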
UBC9 SUMO inh: inhibitors of human SUMOylation (UBC9). P63279. HTRF SUMOylation assay, SAE1/SAE2 + UBC9, in vitro. inhibition, % at 35 µM. actives 0.36% (n = 290,000). AID 2006; in the data active = inhibition above about 50%, passing the limit was not always enough; also: strong numbers were not always called active
Target sequence (P63279 whole entry, looked up): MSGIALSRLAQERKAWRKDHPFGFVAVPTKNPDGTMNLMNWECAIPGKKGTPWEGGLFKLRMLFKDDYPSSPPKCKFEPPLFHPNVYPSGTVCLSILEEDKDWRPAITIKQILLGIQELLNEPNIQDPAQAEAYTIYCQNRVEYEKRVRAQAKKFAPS
* hit, by the source's call; . = not tested or not shown; [ ] = another dose, or the depositor's remark.

SMILES	pCIP destab	PHOSPHO1 inh	FID counter	NS3 helicase inh	VIM-2 inh	IMP-1 inhibitor	MEKK3 PB1 HTS	IDE act	UBC9 SUMO inh
COc1ccc(C(=O)N/N=C\c2ccoc2)cc1	9	38	-5	9	-2.0	-2.5	101	3	6
CN1CCc2c(sc3nc(NCCO)n(-c4cccc(Cl)c4)c(=O)c23)C1	3	23	-6	-1	1.3	-1.2	107	1	-7
Cc1cccc(C)c1Nc1nnc(SCC(=O)Nc2ncc(C(F)(F)F)cc2Cl)s1	-8	2	-37	21	-5.8	-2.5	102	5	3
CCCSc1nc(C)cc(C)c1C(N)=O	-4	13	-3	-1	-2.9	-2.7	96	2	-17
COc1ccc(CC(=O)Nc2cc(C)on2)cc1	2	16	-1	-2	-2.4	-0.8	104	0	6
CC(=O)N=C1SC2CS(=O)(=O)CC2N1c1ccc(-c2nc3ccc(C)cc3s2)cc1 (stereo not given)	-8	1	-8	2	-0.5	-2.8	94	.	21
CC(C)CC(NC(=O)C(NC(=O)OC(C)(C)C)C(C)C)C(N)=O (stereo not given)	-23	32	-3	5	-0.2	-2.1	108	2	-3
Cn1ccc(=NC=C(C#N)C#N)c2ccccc21	12	24	4	-11	1.1	-2.0	104	-10	3
O=C(CCNC(=O)c1ccc([N+](=O)[O-])cc1)Nc1ccc(F)cc1	4	-16	5	4	0.5	-1.2	99	0	-6
N#Cc1cc(-c2ccccc2)oc1NC(=O)c1ccco1	12	1	-2	-4	-0.9	0.2	102	-3	-17
CCCn1nnc(NC(=S)NC(=O)c2cccs2)n1	5	-18	-5	5	-3.1	-2.9	98	-2	-16
CCCCCCCCCCCC(=O)NC1CCS(=O)(=O)C1 (stereo not given)	-5	20	-19	5	-0.2	-0.1	93	4	-10
O=C(CCN1C(=O)C2C3C=CC(C3)C2C1=O)Nc1ccc2c(c1)OCO2 (stereo not given)	-9	29	4	13	-2.4	-7.1	99	-2	18
Cc1c(N(C)C(=O)c2ccc3c(c2)OCO3)c(=O)n(-c2ccccc2)n1C	-16	10	-9	4	-4.4	-2.6	94	6	7
O=C(Nc1ccc(OCc2ccccc2)cc1)c1cccc([N+](=O)[O-])c1	-7	-7	-3	4	0.8	-2.6	108	6	4
Nc1cccc(-c2cn3cccnc3n2)c1	4	34	-1	-4	-7.7	-3.8	126	-2	10
COc1ccc2oc(C)c(C(=O)c3ccc([N+](=O)[O-])cc3)c2c1	-8	2	7	-6	-5.5	-3.2	121	2	-17
O=c1cc(-c2cccc(F)c2)[nH]c2ccccc12	-2	14	0	4	-0.9	-1.9	98	2	-10
CCCOc1ccc(-c2nnn(CC(=O)c3c[nH]c4ccccc34)n2)cc1	-5	-9	0	6	-3.1	-0.4	102	-2	25
Cc1cc(C)nc(/N=C(/NC(=O)Nc2ccc(Cl)c(Cl)c2)Nc2ccccc2)n1	-4	-21	1	10	-4.5	1.8	98	.	12
CCn1cnc2sc(C(=O)N(Cc3ccc(N(C)C)cc3)Cc3ccco3)c(C)c2c1=O	4	29	-26	1	-1.5	-1.3	100	5	-1
Cn1c(=O)c2c(-c3ccccc3)n(-c3ccccc3O)cc2n(C)c1=O	-11	35	0	0	-0.4	-3.1	87	0	24
O=C(c1ccco1)N1CCN(C(c2ccccc2Cl)c2nnnn2Cc2ccco2)CC1 (stereo not given)	-1	10	-31	10	-0.9	-4.3	.	2	6
O=C(CN1CCOCC1)Nc1ccc2c(c1)OC(F)(F)O2	-3	37	-1	-10	-0.4	-2.0	106	1	4
CC(=O)N1CCC2(CC1)CC(=O)c1cc(OCC(=O)NCc3ccc(C)cc3)ccc1O2	-13	0	-36	7	-3.7	-5.0	106	3	35
COc1ccc(C(C)=O)cc1COC(=O)C(CO)NS(=O)(=O)c1ccc(Br)cc1 (stereo not given)	-1	6	-26	-4	-3.1	-3.6	105	7	-4
Cc1cc(NCCN2CCCCC2)n2c(nc3ccccc32)c1C#N	1	10	5	1	8.7*	-2.1	99	.	21
COc1ccc(C2C(C#N)=C(N)N(c3cccnc3)C3=C2C(=O)CC(C)(C)C3)cc1OC (stereo not given)	-1	-8	0	-8	-0.7	0.3	97	0	11
Cn1cc(S(=O)(=O)Nc2ccc3c(c2)OCCO3)cn1	-6	-28	1	-5	-1.1	-1.3	105	1	4
CSCCC(NC(=O)COc1ccccc1)C(=O)NCC1COc2ccccc2O1 (stereo not given)	-3	17	-33	-11	0.6	-0.1	100	10	-3
S=C(Nc1ccccc1Cl)Nc1ccc(Cl)cc1Cl	-11	31	1	1	-1.9	-1.5	101	6	3
FC(F)(F)c1cc(CCN2C(=S)NC[C@@H]2c2ccccc2)cc(C(F)(F)F)c1	-9	6	.	.	.	.	102	1	-12
CCN(CC)C(C)C(=O)Nc1c2c(cc3c1CCC3)CCC2 (stereo not given)	-1	-9	5	8	-3.7	-3.7	94	4	-3
CC1=C(C(=O)NC(C)c2ccc3c(c2)OCCO3)C2(CCC(C)CC2)OC1=O (stereo not given)	5	-10	-23	9	-3.7	-1.1	105	9	4
Cn1c(-c2ccc(F)cc2)cnc1NCc1ccccc1F	-9	19	0	1	-1.0	-4.4	96	-2	6
CCOC(=O)NC(=O)/C(N=Nc1cc(C)cc(C)c1)=C(\C)O	-3	15	-6	7	-2.0	-2.8	97	4	-1
CN(C)S(=O)(=O)c1ccc(NC(=O)C2CC3C=CC2C3)cc1 (stereo not given)	-6	-9	-5	-1	-3.2	-3.1	3.0*[inhibitor]	-6	0
Cc1cc(C)cc(N(CC(=O)NCc2ccc(F)cc2)C(=O)c2snc(C(N)=O)c2N)c1	-13	36	-34	-6	-2.7	-1.9	101	-3	-1
Cc1ccc(N(CC(=O)NC2CCCCC2)S(=O)(=O)c2c(C)nn(C)c2C)cc1	11	18	-48	-5	-0.3	-4.4	98	3	9
CC(C)Cc1nnc(NC(=O)CSc2ccccn2)s1	3	20	-12	0	-3.3	-3.8	102	-1	10
COc1ccc(C(=O)OCC(=O)c2ccc(C3CCCCC3)cc2)cc1	3	21	-1	-1	-0.5	-0.5	101	0	-1
C=CCn1c(SCC(=O)NCCOC)nnc1-c1cc2c(s1)CCC(CC)C2 (stereo not given)	-17	-16	-38	4	-2.7	-0.9	101	-3	-5
Nc1nc(-c2ccc(Cl)cc2)nn1C(=O)c1cccnc1	4	-14	6	2	-4.0	-3.4	105	2	9
Cc1noc(C)c1COc1cccc(C(=O)Nc2ccccc2N2CCOCC2)c1	-6	-14	-22	9	-1.1	-1.1	102	-3	-8
COc1cc2c(cc1NC(=O)CSc1nc3ccc(C)cc3[nH]1)oc1ccccc12	13	-2	-5	2	1.0	-3.9	100	.	2
Cc1ccc2c(c1)NC(=O)C(CC(=O)O)O2 (stereo not given)	-26	9	1	-6	-3.2	0.7	94	9	23
Cc1onc(-c2ccccc2)c1-c1csc(COc2ccccc2)n1	-9	-17	-19	8	-2.4	-2.1	98	5	-9
O=C(c1cccc(F)c1)N1CCCC(C(=O)N2CCN(c3ccccc3)CC2)C1 (stereo not given)	1	20	-28	-4	-0.5	-1.6	98	4	14
O=C(c1cc(-c2ccncc2)nc2ccccc12)N1CCN(c2ccc(N3CCOCC3)nn2)CC1	-8	28	-27	-7	-0.8	-0.5	.	-2	20
CCCCCCc1cc2cc(C(=O)Nc3ccccc3)c(=O)oc2cc1O	2	-24	2	6	-1.1	-0.8	98	0	-20

Two records drawn at random from the list so far, as already listed:
SMILES	pCIP destab	PHOSPHO1 inh	FID counter	NS3 helicase inh	VIM-2 inh	IMP-1 inhibitor	MEKK3 PB1 HTS	IDE act	UBC9 SUMO inh
O=C(c1cccc(F)c1)N1CCCC(C(=O)N2CCN(c3ccccc3)CC2)C1 (stereo not given)	1	20	-28	-4	-0.5	-1.6	98	4	14
CCCCCCc1cc2cc(C(=O)Nc3ccccc3)c(=O)oc2cc1O	2	-24	2	6	-1.1	-0.8	98	0	-20

For convenience, 4 of the compounds above:
SMILES	pCIP destab	PHOSPHO1 inh	FID counter	NS3 helicase inh	VIM-2 inh	IMP-1 inhibitor	MEKK3 PB1 HTS	IDE act	UBC9 SUMO inh
COc1ccc(C(=O)OCC(=O)c2ccc(C3CCCCC3)cc2)cc1	3	21	-1	-1	-0.5	-0.5	101	0	-1
C=CCn1c(SCC(=O)NCCOC)nnc1-c1cc2c(s1)CCC(CC)C2 (stereo not given)	-17	-16	-38	4	-2.7	-0.9	101	-3	-5
Nc1nc(-c2ccc(Cl)cc2)nn1C(=O)c1cccnc1	4	-14	6	2	-4.0	-3.4	105	2	9
Cc1noc(C)c1COc1cccc(C(=O)Nc2ccccc2N2CCOCC2)c1	-6	-14	-22	9	-1.1	-1.1	102	-3	-8

Later entries:
SMILES	pCIP destab	PHOSPHO1 inh	FID counter	NS3 helicase inh	VIM-2 inh	IMP-1 inhibitor	MEKK3 PB1 HTS	IDE act	UBC9 SUMO inh
CN(c1ccc(OCC(=O)Nc2nc3ccccc3s2)cc1)S(=O)(=O)c1ccccc1	-8	-18	-4	-1	-2.6	-3.0	95	-6	-12
COc1cccc(NC(=O)CN(c2cccc(C(F)(F)F)c2)S(C)(=O)=O)c1	13	-10	-12	-10	-1.0	-2.6	80*[inhibitor]	1	-16
CC(C)CN(CC(C)C)c1ccc(/C=N/n2cnnc2)cc1[N+](=O)[O-]	-12	38	-16	-10	-0.4	-2.9	102	-1	15
Cc1ccnc(N2CCN(c3cc(C)c(C#N)c4nc5ccccc5n34)CC2)c1	.	.	1	2	-0.6	-3.1	100	-1	.
CN(C)c1ccc(C(C(=O)NC2CCCC2)N(C(=O)c2csnn2)C2CC2)cc1 (stereo not given)	0	37	-21	-4	2.0	-0.7	102	1	14
COc1ccc(CN2CCNC(=O)C2CC(=O)N(C)Cc2nonc2C)c(F)c1 (stereo not given)	-5	14	-12	4	-1.9	-0.9	105	0	15
COc1ccc(/C=C/C(=O)Oc2ccc(/C=N/NC(=O)c3ccncc3)cc2)cc1	-6	-11	-25	2	-3.5	-5.5	99	4	8
O=S(=O)(Nc1cccc2c1CCCC2)c1cccc(C(F)(F)F)c1	-1	-14	-5	-5	-2.1	-2.1	101	4	-12
O=C1C2C3CCCC3=C3CCCC3C2C(=O)N1c1ccccc1 (stereo not given)	-3	7	-13	3	-2.9	-1.2	100	-2	-17
CCCCn1c(N)c(N(CC)C(=O)CSc2nnnn2-c2cc(C)ccc2C)c(=O)[nH]c1=O	-1	-15	-50	9	2.2	0.1	88	0	-6
OCCOc1ccc(CN2CCN(CCCc3ccccc3)C(CCO)C2)cc1 (stereo not given)	3	-1	4	15	1.0	-0.3	111	0	7
CSc1ccccc1NC(=O)c1ccccc1C	-4	29	-1	-5	-2.1	-2.2	108	2	7
Cc1csc(SCC(=O)Nc2ncc(Cl)c(C)c2Cl)n1	10	4	-15	11	3.9	1.4	107	1	-26
COc1ccccc1NC(=O)c1cc(C(=O)O)ccc1C(=O)O	-4	2	11	10	-3.2	-3.2	98	1	8
O=[N+]([O-])c1ccc(Cl)cc1CNc1ccc(F)c(F)c1	-1	-19	6	6	-2.2	-1.0	104	3	16
Cc1snc2sc(C(=O)c3ccc(F)cc3)c(N)c12	3	-157	4	-6	0.8	-1.2	93	-2	-16

Not all compounds are listed. The share of hits here may be higher or lower than overall.
